Screening results deposited in PubChem by Sanford-Burnham Center for Chemical Genomics.
SENP6 inh – SENP6 protease inhibitors, primary screen, biochemical, luminescence, uHTS. 330,000 compounds, 1.8% hits. Recombinant SENP6 catalytic domain, aminoluciferin luminescence. Sentrin-specific protease 6 (Homo sapiens), Q9GZR1. inhibition, % at 10 µM;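 active means inhibition above about 50% at the single tested dose, limit read from the data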;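 further: plate controls were DMSO wells with enzyme for no effect and DMSO wells lacking enzyme for full effect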
Target sequence (Q9GZR1 628-1112 limits assumed): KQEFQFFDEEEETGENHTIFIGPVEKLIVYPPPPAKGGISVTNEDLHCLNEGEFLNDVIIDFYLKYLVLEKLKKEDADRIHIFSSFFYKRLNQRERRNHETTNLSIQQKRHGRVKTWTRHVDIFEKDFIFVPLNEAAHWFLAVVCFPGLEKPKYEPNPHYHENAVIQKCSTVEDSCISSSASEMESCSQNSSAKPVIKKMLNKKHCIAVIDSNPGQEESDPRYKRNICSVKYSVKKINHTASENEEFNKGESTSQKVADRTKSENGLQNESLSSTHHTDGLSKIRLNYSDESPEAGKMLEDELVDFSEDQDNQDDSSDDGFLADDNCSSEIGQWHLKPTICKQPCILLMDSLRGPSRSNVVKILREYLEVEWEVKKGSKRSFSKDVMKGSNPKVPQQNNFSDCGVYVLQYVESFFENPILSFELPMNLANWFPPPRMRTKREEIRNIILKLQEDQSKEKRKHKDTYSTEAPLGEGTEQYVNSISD
SENP1 FRET inh – human SENP1 catalytic domain inhibitors, primary screen, biochemical, FRET, uHTS | 360,000 compounds, 0.21% hits | recombinant SENP1 catalytic domain, CyPet-SUMO1-YPet FRET cleavage | inhibition, % at 10 µM;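 active means inhibition at least 30% at 10 µM, raw YFP signal under a set limit, fluorescence ratio 0.5 to 1.5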;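 further: 0% = enzyme with DMSO and 100% = no enzyme wells; some results filed as inactive read as strong as hits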
Target sequence (Q9P0U3 419-644 limits assumed): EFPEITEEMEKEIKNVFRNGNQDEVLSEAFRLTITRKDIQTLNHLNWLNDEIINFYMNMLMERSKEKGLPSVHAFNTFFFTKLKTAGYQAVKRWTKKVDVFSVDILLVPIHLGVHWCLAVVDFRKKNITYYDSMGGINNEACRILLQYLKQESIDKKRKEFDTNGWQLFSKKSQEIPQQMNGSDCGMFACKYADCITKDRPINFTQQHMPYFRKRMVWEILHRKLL
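Material – human SENP1 catalytic domain · Input – SENP1 enzyme, 20 pM final · Compound dosing – single concentration of 10 µM compound, 0.5% DMSO final · Timing – enzyme reaction for 50 min at room temperature, dark · Measured by – FRET fluorescence in CFP and YFP emission channels · Control set – no-enzyme wells low, DMSO-plus-enzyme wells high control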
HKDC1 inhibitor – HKDC1 hexokinase inhibitors, primary screen, biochemical, fluorescence, uHTS; 340,000 compounds, 0.16% hits; recombinant HKDC1, G6PDH/diaphorase resazurin coupled fluorescence; inhibition, % at 20 µM;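 active means inhibition above about 35% when tested at 20 µM, limit read from the data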;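 further: plate controls were DMSO wells with enzyme for no effect and DMSO wells lacking enzyme for full effect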
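Test system: Recombinant HKDC1 (HK5) hexokinase enzyme, produced in-house | Input: HKDC1 at 5 µg/mL | Buffer or medium: Tris pH 8.0 buffer with MgCl2, Tween-20, BSA, BME | Schedule: 90 min reaction incubation at room temperature, dark | Technique: Resazurin-to-resorufin fluorescence via G6PDH and diaphorase coupling, 525/613 nm | Controls: DMSO wells with and without enzyme mix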
SENP7 block – SENP7 protease inhibitors, primary screen, biochemical, luminescence, uHTS; recombinant SENP7, Z-RLRGG-aminoluciferin luminescence, 40 min; inhibition, % at 5 µM; 330,000 compounds, 1.5% hits; AID 434973, 2010;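 active means inhibition above about 50% at the single test dose, limit read from the data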;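 further: plate controls were DMSO with enzyme for no effect and no enzyme buffer wells for full effect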
Apaf1 inhib – inhibitors of human Apaf-1 apoptosome, primary screen, biochemical, DEVD-Rh110 fluorescence, uHTS; Apoptotic protease-activating factor 1 (Homo sapiens), O14727; reconstituted apoptosome caspase-3 activity; inhibition, % at 20 µM; 330,000 compounds, 0.71% hits; active means inhibition of at least 40% at 20 µM;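 further: plate controls were DMSO wells for no effect and DEVD-CHO caspase inhibitor wells for full effect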
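Assay system – apoptosome proteins · Medium – Hepes buffer, pH 7.5 · Also added – cytochrome c with DEVD-Rh110 · Timing – 30 min compound preincubation, 50 min activation, room temperature · Detection – Rh110 fluorescence, excitation 480 nm, emission 540 nm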
SENP8 block-1 – SENP8 protease inhibitors, primary screen, biochemical, luminescence | Sentrin-specific protease 8 (Homo sapiens), Q96LD8 | purified SENP8, Z-RLRGG-aminoluciferin cleavage | inhibition, % at 10 µM | 330,000 compounds, 1.2% hits | AID 2540, 2010; in the data active means inhibition above about 50%
Target sequence (Q96LD8 whole entry, looked up): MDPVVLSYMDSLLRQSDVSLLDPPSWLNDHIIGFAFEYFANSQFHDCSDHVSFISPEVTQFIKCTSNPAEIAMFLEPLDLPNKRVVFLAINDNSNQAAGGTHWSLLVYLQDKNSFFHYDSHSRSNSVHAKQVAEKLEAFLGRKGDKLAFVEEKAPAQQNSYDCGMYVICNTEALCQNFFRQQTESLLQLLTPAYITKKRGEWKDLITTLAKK
SENP8 block-2 – human SENP8 protease inhibitors, primary screen, biochemical, fluorescence, Nedd8 protein substrate, uHTS; recombinant SENP8; inhibition, % at 20 µM; 360,000 compounds, 0.64% hits; AID 602440, 2012; in the data active means inhibition mostly above about 40%, no sharp cut-off; inactive means mostly below about 27%
PfGluPho inh – PfG6PD enzyme inhibitors, primary screen, biochemical, fluorescence intensity, uHTS. glucose-6-phosphate dehydrogenase-6-phosphogluconolactonase (Plasmodium falciparum 3D7). PfGluPho enzyme, NADPH resazurin-diaphorase fluorescence. inhibition, % at 20 µM. 350,000 compounds, 0.78% hits;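 active means inhibition reaching at least a set limit at 20 µM in the primary screen, cut at about 59% in these data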;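 further: 0% = DMSO wells with substrate and 100% = DMSO wells lacking glucose-6-phosphate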
The depositor's hits bear a star; nt = no result given.

cpd	smiles	SENP8 block-1	SENP8 block-2	PfGluPho inh	SENP1 FRET inh	Apaf1 inhib	HKDC1 inhibitor	SENP6 inh	SENP7 block
1	Cc1sc2nc(CN(C(=O)NC3CCCCC3)C3CCCC3)[nH]c(=O)c2c1C	0	-9	24	-9	-1	8	-26	1
2	O=C(C/C=N\OCc1ccc([N+](=O)[O-])cc1)Nc1ccc(F)cc1F	4	15	7	0	2	-2	-14	8
3	O=C(NC1=NCCS1)c1cccs1	1	15	-7	0	-13	0	-10	7
4	CCOC(=O)C1CCN(CC(=O)Nc2cc(S(=O)(=O)N3CCOCC3)ccc2C)CC1	-6	4	-11	2	2	1	-11	1
5	COc1nc(Nc2cccc([N+](=O)[O-])c2)nc(OC)n1	4	11	10	-2	-6	6	3	-5
6	CC(C)CC(=O)Nc1cc2c3c(c1)CCN3C(=O)CC2	5	-17	4	1	-1	-2	-4	5
7	CC(C)c1ccc(C(=O)NC2=NCCS2)cc1	2	15	5	0	-15	-8	34	12
8	NC(N)=NN=C(c1ccc(F)cc1)c1ccc(C(F)(F)F)cc1	nt	17	4	0	nt	3	nt	nt

(cont.)
cpd	smiles	SENP8 block-1	SENP8 block-2	PfGluPho inh	SENP1 FRET inh	Apaf1 inhib	HKDC1 inhibitor	SENP6 inh	SENP7 block
9	CCOC(=O)c1nnn(CC(=O)NC(=O)Nc2cccc(CC)c2)c1C(=O)OCC	-10	8	6	0	3	-2	-18	-9
10	Cc1ccc(Cl)cc1N1CCN(C(=O)CNC(=O)c2ccc(Br)o2)CC1	-17	0	-8	-1	26	5	-21	-7
11	NCCC(=O)N1c2ccccc2Sc2ccccc21	3	15	-7	-2	-2	-3	3	-6
12	O=C1NC(c2ccccc2OC(F)F)Oc2ccccc21 (stereo not drawn)	-8	-76	7	0	3	1	8	3
13	CCOC(=O)Cn1nc(-c2ccccc2)ccc1=O	2	5	-13	2	-15	3	-5	-4
14	C=C[C@]1(C)C=C2CC[C@H]3[C@@](C)(CCC[C@@]3(C)C(=O)O)[C@@H]2CC1	-8	18	-36	2	18	6	-24	-3
15	COc1ccc(Oc2nc3c(C)cccn3c(=O)c2/C=C(\C#N)C(N)=O)cc1	-6	-280	15	-105	-15	9	-28	7
16	CC(=O)c1ccc(N2CCN(S(=O)(=O)c3ccc4c(c3)CC(=O)N4)CC2)cc1	8	-101	-16	1	-4	6	-12	4

Other compounds.
cpd	smiles	SENP8 block-1	SENP8 block-2	PfGluPho inh	SENP1 FRET inh	Apaf1 inhib	HKDC1 inhibitor	SENP6 inh	SENP7 block
17	CN(CC(=O)Nc1ccccc1C(F)(F)F)C(=O)CC1OC(=O)c2ccccc21 (stereo not drawn)	-15	7	-4	3	-9	-7	-13	13
18	CNc1c(NS(=O)(=O)c2ccc(C3CCCCC3)cc2)c(=O)oc2ccccc12	-1	-293	-27	2	-10	4	-29	-3
19	O=C(Nc1ccc(Cl)c([N+](=O)[O-])c1)c1ccc2c(c1)OCCO2	-18	15	34	0	2	-4	-60	12
20	CN(C)/N=C/C=C1\CC/C(=C\c2ccc(F)c(F)c2)C1=O	-5	52*	9	25	-2	-3	5	-9
21	CCCC(C(=O)Nc1ccc(S(=O)(=O)Nc2ncccn2)cc1)c1ccccc1 (stereo not drawn)	7	-39	5	-6	-1	1	-10	4
22	O=C(NNc1cc(N2CCOCC2)nc(N2CCOCC2)n1)c1ccc([N+](=O)[O-])cc1	47	70*	-29	-25	97*	19	83*	52*
23	C=CCOc1ccc(CNCC2CCCO2)cc1 (stereo not drawn)	-6	20	-9	1	-10	-5	-10	-4
24	O=C(Nc1ccc(C(=O)O)cc1)/C(=C\c1ccco1)NC(=O)c1ccccc1Cl	2	14	13	-2	1	-7	-13	-1

Continuation.
cpd	smiles	SENP8 block-1	SENP8 block-2	PfGluPho inh	SENP1 FRET inh	Apaf1 inhib	HKDC1 inhibitor	SENP6 inh	SENP7 block
25	OC(CNCC(c1ccco1)N1CCCCC1)c1ccccc1 (stereo not drawn)	9	15	-13	-1	1	0	-6	0
26	O=C(NNC(=O)c1ccccn1)c1cccc([N+](=O)[O-])c1	8	24	-10	1	-12	-5	9	-3
27	COCCN(C(=O)CSc1n[nH]c(-c2ccc(OC)cc2)n1)c1c(N)n(Cc2ccccc2)c(=O)[nH]c1=O	-2	18	0	4	2	-1	-1	-4
28	C=C(C)COc1ccc(-c2ncncc2-c2ccccc2OC)c(O)c1	85*	12	8	-5	23	2	2	-6
29	Cc1ccc(C)c(CN2CCSCC2)c1	-11	8	11	-1	-8	-7	-9	13
30	O=C(O)c1ccccc1C1Nc2ccccc2C(=O)N1CCCN1CCOCC1 (stereo not drawn)	-8	-184	5	2	-7	2	-16	0
31	CCn1cc(C(=O)O)c(=O)c2cnc(N3CCN(C(=S)NC(=O)c4ccc(Br)cc4)CC3)nc21	6	nt	9	nt	-2	3	15	2
32	COc1cc(/C=N\n2cnnc2)ccc1OCC(=O)Nc1ccc(C)cc1	10	-23	-11	1	1	-3	5	4

Following part
cpd	smiles	SENP8 block-1	SENP8 block-2	PfGluPho inh	SENP1 FRET inh	Apaf1 inhib	HKDC1 inhibitor	SENP6 inh	SENP7 block
33	CC(C)[C@H](NC(=O)c1ccccc1F)C(=O)NC1CCCCCCC1	-1	3	5	-1	4	-2	11	8
34	N#Cc1ccc(NC(=S)NC(=O)CCc2ccc(S(=O)(=O)N3CCOCC3)cc2)cc1	-6	15	15	1	-10	6	-11	14
35	Nc1nonc1-n1nnc(C(=O)N/N=C/c2ccccc2Br)c1CN1CCCC1	3	12	-1	2	5	2	-69	2
36	Cn1nnnc1SCc1csc(C2C(C#N)=C(N)OC3=C2C(=O)CCC3)c1 (stereo not drawn)	3	-2	-12	-2	-6	2	-5	1
37	CN(C)S(=O)(=O)c1cccc(NC(=O)COC(=O)c2cccc(S(=O)(=O)N3CCc4ccccc4C3)c2)c1	3	13	-11	2	9	-1	-7	-1
38	CC(=O)Oc1ccc(-n2c(=O)c3ccccc3c3ccccc3c2=O)cc1	6	8	-1	1	-4	-5	3	1
39	COc1ccc(Cn2c(C)nnc2-c2cnn(C)c2N)cc1	3	14	-15	1	-4	-2	10	7
40	O=C(C1CSC2(c3ccc(F)cc3)CCC(=O)N12)N1CCCCCC1 (stereo not drawn)	5	18	0	3	-4	-3	4	1

An excerpt of these results, with each value named:
[40] O=C(C1CSC2(c3ccc(F)cc3)CCC(=O)N12)N1CCCCCC1 (stereo not drawn)
  SENP8 block-1 = 5	SENP8 block-2 = 18	PfGluPho inh = 0	SENP1 FRET inh = 3	Apaf1 inhib = -4	HKDC1 inhibitor = -3	SENP6 inh = 4	SENP7 block = 1
[33] CC(C)[C@H](NC(=O)c1ccccc1F)C(=O)NC1CCCCCCC1
  SENP8 block-1 = -1	SENP8 block-2 = 3	PfGluPho inh = 5	SENP1 FRET inh = -1	Apaf1 inhib = 4	HKDC1 inhibitor = -2	SENP6 inh = 11	SENP7 block = 8

Further results follow:
cpd	smiles	SENP8 block-1	SENP8 block-2	PfGluPho inh	SENP1 FRET inh	Apaf1 inhib	HKDC1 inhibitor	SENP6 inh	SENP7 block
41	Cc1nc2ccccc2n1CCN1CCOCC1	-8	16	-10	0	-5	-6	0	-4
42	CCOC(=O)N1CCC(NC(=O)CN(C)S(=O)(=O)c2cc3c(cc2Cl)NC(=O)CO3)CC1	-12	12	-8	-1	-3	9	-32	-12
43	CCOc1cc2[nH]c(=O)n(CCC(=O)NCc3ccc(OC)cc3)c(=O)c2cc1OCC	7	-61	-11	3	-13	-3	-8	9
44	CCC(C)(C)NC(=O)Cn1c(-c2ccc(C)cc2)noc1=O	-9	29	-1	3	-4	6	-5	-14
45	C=CCn1c(-c2cccc3ccccc23)n[nH]c1=S	4	-2	18	1	-2	-1	-1	-2
46	CC1(C)SC(=S)N(/N=C/c2ccccc2)C1N(O)C(=O)Nc1ccc([N+](=O)[O-])cc1 (stereo not drawn)	1	44*	23	3	21	-7	-9	4
47	COc1cccc(C(=O)Nc2cc3c(cc2Br)OCCCO3)c1	-5	20	11	2	8	0	23	-15
48	Cc1ccc(-n2cc(CN3CCC(CO)(Cc4cccc(C(F)(F)F)c4)CC3)cn2)cc1	-11	10	14	2	27	-3	-1	-11

Filtered by structure, those above with an aryl thioether with sulfur outside any ring.
cpd	smiles	SENP8 block-1	SENP8 block-2	PfGluPho inh	SENP1 FRET inh	Apaf1 inhib	HKDC1 inhibitor	SENP6 inh	SENP7 block
27	COCCN(C(=O)CSc1n[nH]c(-c2ccc(OC)cc2)n1)c1c(N)n(Cc2ccccc2)c(=O)[nH]c1=O	-2	18	0	4	2	-1	-1	-4
36	Cn1nnnc1SCc1csc(C2C(C#N)=C(N)OC3=C2C(=O)CCC3)c1 (stereo not drawn)	3	-2	-12	-2	-6	2	-5	1

(cont.)
cpd	smiles	SENP8 block-1	SENP8 block-2	PfGluPho inh	SENP1 FRET inh	Apaf1 inhib	HKDC1 inhibitor	SENP6 inh	SENP7 block
49	COc1cccc(C(=O)Nc2ccc(NC(=O)c3ccco3)nc2)c1	-10	2	-2	1	6	5	-7	-9
50	COc1ccc(CNC(=O)c2cnc3scc(C)n3c2=O)cc1	-1	-352	11	-2	4	5	-14	3
51	CC(C)(C)N(Cc1ccccc1)C(=O)COC(=O)CCc1c[nH]c2ccccc12	-2	19	15	0	22	-1	5	3
52	CN(C)CCCNC(=O)C[C@H]1C[C@H](C(=O)N2CCCCC2)[C@@]2(CCc3ccccc3)c3[nH]c4cc(CCC(=O)N(C)C)ccc4c3CCN2C1=O	nt	6	2	3	25	4	nt	-7
53	Cc1cccc(CNC(=O)Cn2ccc3cc(S(=O)(=O)N4CCCC4)ccc32)c1	3	7	13	2	1	-2	-5	0
54	Cc1cc(CN2CCCCC2C(=O)Nc2ccc(Oc3cccnc3)cc2)oc1C (stereo not drawn)	-10	6	-11	-4	12	2	2	14
55	Cc1ccc(CCNC(=O)CN2C(=O)COc3ccccc32)cc1	-3	14	-13	1	-19	-12	-3	0
56	Cc1c(C(=O)NNC(=S)NCc2ccc(Cl)cc2)oc2ccccc12	-3	2	11	1	9	-3	7	0

(cont.)
cpd	smiles	SENP8 block-1	SENP8 block-2	PfGluPho inh	SENP1 FRET inh	Apaf1 inhib	HKDC1 inhibitor	SENP6 inh	SENP7 block
57	CCOc1ccc(N2CC(C(=O)NCCN3C(=O)S/C(=C/c4cccnc4)C3=O)CC2=O)cc1 (stereo not drawn)	21	6	15	-2	6	1	2	-1
58	Cn1nc(C(=O)Nc2sc3c(c2C#N)CCCC3)ccc1=O	-4	15	-11	1	-2	-7	-25	14
59	S=C(c1ccc2c(c1)OCO2)N1CCOCC1	-9	2	8	0	-26	-4	5	-8
60	CCOC(=O)CNC(=O)Nc1ccccc1C(=O)OC	1	-67	-1	0	-15	-7	-8	0
61	CC(C)C(=O)NC(C)C(c1cccs1)N1CCN(c2ccccc2)CC1 (stereo not drawn)	-12	12	-7	2	-8	-5	-9	10
